Pemphigus Ab inh – human desmoglein-3 autoantibody binding inhibition; P32926; DSG3-coupled beads, scFv-anti-DSG3-GFP binding, flow cytometry; active compounds read low; binding (percent of control), % at 10 µM; 310,000 compounds, 0.48% hits;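 active means binding more than 3 SD below its plate's average and above zero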;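 further: hits lower antibody fragment binding to DSG3; some compounds called inactive have numbers as strong as hits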
PKA-R1A act – activators of PKA-R1A complex; P00514+P68181; PKA-R1A dissociation, Cy5-IP20 fluorescence polarization; scaled: DMSO 0%, 113 µM cGMP 100%; activation, % at 11.4 µM; 340,000 compounds, 0.083% hits; AID 504707;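 active means percent activation above the mean of all tested compounds plus 3 SD, cut at about 19% in these data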;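 further: higher means more PKAc released from R1A so a rise in polarization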
OPRM1-OPRD1 inv – mu-delta opioid heterodimer inverse agonism. P35372+P41143. 340,000 compounds, 0.21% hits. inhibition, % at 9.3 µM. cell-based MOR-DOR heterodimer luminescence. AID 504357; in the data active means inhibition above about 22%, passing the limit was not always enough;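 further: 0% = cells with DMSO and 100% = wells without cells with DMSO; values of inactives mirror those of a sister screen read the other way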
HTR5A ag ctr – HTR5A agonism, opioid heterodimer counter-screen | P47898 | HTR5A agonist assay, luminescence, cell-based | activation, % at 9.3 µM | 340,000 compounds, 0.61% hits | AID 504692; in the data active means activation mostly above about 9.5%, no sharp cut-off; inactive means mostly below about 7.6%;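 further: 0% = cells with vehicle only and 100% = reference agonist; strong numbers were not always called active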
Target sequence (P47898 whole entry, looked up): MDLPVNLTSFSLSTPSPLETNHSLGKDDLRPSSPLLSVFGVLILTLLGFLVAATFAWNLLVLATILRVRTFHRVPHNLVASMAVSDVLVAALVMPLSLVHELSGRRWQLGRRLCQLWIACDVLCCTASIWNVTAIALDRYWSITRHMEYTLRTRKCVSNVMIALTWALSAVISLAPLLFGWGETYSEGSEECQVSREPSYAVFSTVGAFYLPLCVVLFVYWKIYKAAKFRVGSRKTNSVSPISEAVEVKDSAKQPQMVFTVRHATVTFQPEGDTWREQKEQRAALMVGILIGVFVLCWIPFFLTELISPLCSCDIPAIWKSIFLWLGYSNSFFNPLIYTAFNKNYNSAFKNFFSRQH
HTR5A inv ctr – inverse agonist of human HTR5A in OPRM1-OPRD1 counter-screen. P47898. AID 504634. inhibition, % at 9.3 µM. HTR5A cell line, luminescence, inverse agonism. 340,000 compounds, 0.083% hits; in the data active means inhibition mostly above about 23%, no sharp cut-off; inactive means mostly below about 18%;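 further: 0% = cells with DMSO and 100% = no-cell wells with DMSO; some compounds called inactive have numbers as strong as hits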
Arr AP2 block – human beta-arrestin and AP2 interaction inhibition; FITC-arrestin peptide / GST-AP2 beads, flow cytometry; AP2 beta2 appendage carries R879A mutation; inhibition, % at 10 µM; 340,000 compounds, 0.31% hits; AID 504490;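 active means inhibition above a set limit, near 3 SD of compounds lacking own fluorescence, cut at about 54% in these data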;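 further: plate controls were DMSO wells for no effect and 5 µM unlabelled arrestin peptide for full effect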
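System: GST-AP2 R879A bound to glutathione beads, E. coli-expressed. Also added: 50 nM FITC-arrestin peptide. Schedule: compound with beads 12 min RT, then probe 1 h RT. Signal: bead flow cytometry, FITC channel. Read-out basis: percent response.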
V-ATPase pH – alters yeast V-ATPase proton transport. S. cerevisiae, pHLuorin cytosolic pH fluorescence. response, % at 10 µM. AID 504577. 350,000 compounds, 0.37% hits; in the data active means response mostly above about 7.3%, no sharp cut-off; inactive means mostly below about 5.4%; further: actives read high; inactives centre near 0; some compounds called inactive have numbers as strong as hits; reference of the scale not given here
PKA-R2B activ – activators of human PKA-R2B complex | PKA-R2B holoenzyme dissociation, Cy5-IP20 fluorescence polarization; R2B truncated from residue 108, S112A mutant; 0% DMSO only, 100% 113 µM cGMP | P22694+P31323 | activation, % at 11.4 µM | 340,000 compounds, 0.079% hits;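 active means activation above a cutoff set at the mean over all compounds plus 3 SD, cut at about 18% in these data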;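 further: higher means more holoenzyme dissociation and a rise in polarization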
Target sequence (P31323 whole entry, looked up, other chains not shown, the tested form may be a part): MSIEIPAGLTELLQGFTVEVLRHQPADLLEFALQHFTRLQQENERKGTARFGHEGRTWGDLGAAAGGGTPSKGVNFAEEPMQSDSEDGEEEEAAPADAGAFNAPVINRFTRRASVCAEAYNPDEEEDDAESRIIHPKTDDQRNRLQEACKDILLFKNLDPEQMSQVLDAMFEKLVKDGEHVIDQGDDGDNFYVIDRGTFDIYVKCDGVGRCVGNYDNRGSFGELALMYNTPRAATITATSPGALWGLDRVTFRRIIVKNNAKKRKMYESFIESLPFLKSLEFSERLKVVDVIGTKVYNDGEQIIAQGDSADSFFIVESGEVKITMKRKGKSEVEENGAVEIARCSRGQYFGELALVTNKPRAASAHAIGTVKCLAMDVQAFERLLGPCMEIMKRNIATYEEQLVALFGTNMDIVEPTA
MOR-DOR ag – OPRM1-OPRD1 heterodimerization agonism | cells, luminescence | AID 504326 | P35372+P41143 | activation, % at 9.3 µM | 340,000 compounds, 0.3% hits; in the data active means activation above about 18%;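 further: 0% = vehicle-treated cells and 100% = reference agonist; values of inactives mirror those of a sister screen read the other way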
DAGLB inh – diacylglycerol lipase beta (human) inhibition | 340,000 compounds, 0.059% hits | inhibition, % at 5.17 µM | HEK293T DAGLB membrane lysate, EnzChek fluorogenic substrate; in the data active means inhibition above about 34%;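 further: 0% = enzyme with vehicle and 100% = wells lacking enzyme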
Active calls of the source: *; . = not tested or not shown. These rows are one share of the data; the hit share may differ from the screen's.

| SMILES | HTR5A ag ctr | PKA-R2B activ | PKA-R1A act | MOR-DOR ag | OPRM1-OPRD1 inv | Pemphigus Ab inh | Arr AP2 block | V-ATPase pH | DAGLB inh | HTR5A inv ctr |
| --- | --- | --- | --- | --- | --- | --- | --- | --- | --- | --- |
| CC(=O)OC(C)(C)/C=C/C(=O)[C@](C)(O)[C@H]1[C@H](O)C[C@@]2(C)[C@@H]3CC=C4[C@H](C[C@H](O)C(=O)C4(C)C)[C@]3(C)C(=O)C[C@]12C | 5 | -2 | -10 | -3.4 | 19 | 95 | 4 | -5 | 8 | -53 |
| c1ccc2c(CNC3CCCCCC3)c[nH]c2c1 | -4 | 8 | 12 | -1.0 | 6 | 103 | -6 | 3 | 2 | 13 |
| O=C(COC(=O)Cc1ccccc1)Nc1cc(S(=O)(=O)N2CCOCC2)ccc1N1CCCC1 | 0 | 0 | -9 | 0.3 | -1 | 102 | 7 | -2 | 2 | 1 |
| CC1(O)CCC2C3CCC4=CC(=O)CCC4(C)C34OC4CC21C (configuration not stated) | 0 | -7 | -7 | -4.2 | 20 | 113 | -11 | 1 | 1 | 1 |
| COc1ccc(OC)c(N2Cc3ccccc3C2=N)c1 | -4 | 4 | 5 | -0.6 | 3 | 94 | 26 | 0 | -2 | -29 |
| Cc1ccc(NC(=O)CN2C(=O)CN=C(c3ccccc3)c3cc(Cl)ccc32)cc1 | 8 | -6 | -1 | 8.2 | -46 | 97 | 36 | 6 | -5 | -21 |
| CCCCn1c(O)c(/C=N/NC(=O)c2ccncc2)c(=O)[nH]c1=O | 2 | 8 | 10 | -1.6 | 8 | 99 | 3 | -1 | 4 | 14 |
| CCCC(=O)NC(Oc1ccc(C(C)=O)cc1)C(Cl)(Cl)Cl (configuration not stated) | 3 | -1 | 0 | -1.5 | 8 | 100 | 5 | 0 | -1 | -7 |
| CC(=O)OC1N=C(c2ccccc2)c2ccccc2NC1=O (configuration not stated) | 0 | 6 | -8 | -0.7 | 4 | 103 | -1 | 0 | 2 | 9 |
| CCCCn1c(O)c(C(CC)=NCCCN(C)C)c(=O)[nH]c1=O | 1 | 3 | 2 | -1.7 | 8 | 100 | 23 | 3 | 1 | 10 |
| Cn1c(O)c(C=NC2C(=O)C3(C)CCC2C3(C)C)c(=O)n(C)c1=O (configuration not stated) | -2 | -1 | -3 | -3.0 | 12 | . | 19 | 1 | -3 | 3 |
| O=C(N/N=C/c1c(O)n(C2CC2)c(=S)[nH]c1=O)c1ccccc1Cl | -4 | 8 | 3 | -0.9 | 5 | . | -4 | -3 | 4 | 19 |
| CC(C)CN1CCN(Cc2ccc(C(F)(F)F)cc2)CC1CCO (configuration not stated) | -7 | -14 | 0 | -0.9 | 5 | 100 | 10 | 1 | 0 | 1 |
| CC1=CC2/C=C(\C)CCC(O)C(O)/C=C/C(=O)C23C(=O)NC(CC(C)C)C3C1C (configuration not stated) | 10 | -3 | 3 | 0.9 | -4 | 103 | 9 | 4 | -3 | 26 |
| COc1ccc(S(=O)(=O)NC(CC(=O)N2CCC3(CC2)OCCO3)C(C)C)cc1 (configuration not stated) | 7 | 0 | -10 | -2.2 | 13 | 94 | -3 | -1 | 3 | -35 |
| CC(=O)OC1C2(CC3N4C(=O)C5(CO)SSC4(CC31O)C(=O)N5C)OC(C)C(C)(C)C2=O (configuration not stated) | -25 | 3 | 10 | -23 | 102* | 88 | 3 | -3 | 11 | 98* |

Full records as entered above:
Record of `CC(=O)OC1N=C(c2ccccc2)c2ccccc2NC1=O` (configuration not stated) = HTR5A ag ctr: 0; PKA-R2B activ: 6; PKA-R1A act: -8; MOR-DOR ag: -0.7; OPRM1-OPRD1 inv: 4; Pemphigus Ab inh: 103; Arr AP2 block: -1; V-ATPase pH: 0; DAGLB inh: 2; HTR5A inv ctr: 9
Record of `CC(C)CN1CCN(Cc2ccc(C(F)(F)F)cc2)CC1CCO` (configuration not stated) = HTR5A ag ctr: -7; PKA-R2B activ: -14; PKA-R1A act: 0; MOR-DOR ag: -0.9; OPRM1-OPRD1 inv: 5; Pemphigus Ab inh: 100; Arr AP2 block: 10; V-ATPase pH: 1; DAGLB inh: 0; HTR5A inv ctr: 1

Other results.
| SMILES | HTR5A ag ctr | PKA-R2B activ | PKA-R1A act | MOR-DOR ag | OPRM1-OPRD1 inv | Pemphigus Ab inh | Arr AP2 block | V-ATPase pH | DAGLB inh | HTR5A inv ctr |
| --- | --- | --- | --- | --- | --- | --- | --- | --- | --- | --- |
| O=C1C2CCN(CC2)C1Cc1ccc(OCc2ccccc2)cc1 (configuration not stated) | -4 | 2 | -1 | -0.2 | 1 | 99 | -23 | -4 | -1 | 10 |
| CCCOc1ccc(C(=O)NC(=S)N2C[C@H]3C[C@H](C2)c2cccc(=O)n2C3)cc1 | 4 | -9 | -13 | -2.7 | 15 | 94 | 21 | -2 | -2 | -7 |
| CC(C)C/C(=N/O)c1cn(C)c2ccccc12 | -4 | 0 | 15 | 0.3 | -2 | 101 | 0 | 1 | -3 | 12 |
| O=P(O)(O)Oc1ccccc1P(=O)(c1ccccc1)c1ccccc1 | 2 | -8 | 4 | -2.1 | 10 | 100 | 10 | -1 | 2 | -7 |
| CCC1(CC)C(=O)N(Cc2ccccc2)C(=O)N(Cc2ccccc2)C1=O | 5 | -10 | -12 | 0.5 | -3 | 101 | -5 | 7 | -9 | 19 |
| COC(=O)C1=C(c2ccc(S(C)(=O)=O)cc2)C[C@@H]2CC[C@H]1N2C(=O)NCCO | 8 | -2 | -18 | -0.7 | 4 | 98 | 12 | 1 | -1 | -23 |
| O=C(COc1ccccc1)Nc1ccc(Cl)cc1C(=O)c1ccccc1 | -2 | -8 | -7 | -0.3 | 2 | 96 | 0 | -2 | -7 | 6 |
| CC1CCSP(=O)(Oc2ccccc2)O1 (configuration not stated) | 1 | 14 | -2 | -2.7 | 14 | 97 | -6 | 2 | 3 | -35 |

Structures above that contain sulfur, in the order listed:
| SMILES | HTR5A ag ctr | PKA-R2B activ | PKA-R1A act | MOR-DOR ag | OPRM1-OPRD1 inv | Pemphigus Ab inh | Arr AP2 block | V-ATPase pH | DAGLB inh | HTR5A inv ctr |
| --- | --- | --- | --- | --- | --- | --- | --- | --- | --- | --- |
| O=C(COC(=O)Cc1ccccc1)Nc1cc(S(=O)(=O)N2CCOCC2)ccc1N1CCCC1 | 0 | 0 | -9 | 0.3 | -1 | 102 | 7 | -2 | 2 | 1 |
| O=C(N/N=C/c1c(O)n(C2CC2)c(=S)[nH]c1=O)c1ccccc1Cl | -4 | 8 | 3 | -0.9 | 5 | . | -4 | -3 | 4 | 19 |
| COc1ccc(S(=O)(=O)NC(CC(=O)N2CCC3(CC2)OCCO3)C(C)C)cc1 (configuration not stated) | 7 | 0 | -10 | -2.2 | 13 | 94 | -3 | -1 | 3 | -35 |
| CC(=O)OC1C2(CC3N4C(=O)C5(CO)SSC4(CC31O)C(=O)N5C)OC(C)C(C)(C)C2=O (configuration not stated) | -25 | 3 | 10 | -23 | 102* | 88 | 3 | -3 | 11 | 98* |
| CCCOc1ccc(C(=O)NC(=S)N2C[C@H]3C[C@H](C2)c2cccc(=O)n2C3)cc1 | 4 | -9 | -13 | -2.7 | 15 | 94 | 21 | -2 | -2 | -7 |
| COC(=O)C1=C(c2ccc(S(C)(=O)=O)cc2)C[C@@H]2CC[C@H]1N2C(=O)NCCO | 8 | -2 | -18 | -0.7 | 4 | 98 | 12 | 1 | -1 | -23 |
| CC1CCSP(=O)(Oc2ccccc2)O1 (configuration not stated) | 1 | 14 | -2 | -2.7 | 14 | 97 | -6 | 2 | 3 | -35 |

Assay outcomes from PubChem.
